Screening data as filed in PubChem BioAssay.
AmpC no deterg = AmpC beta-lactamase inhibition without detergent; AmpC nitrocefin hydrolysis, absorbance 480 nm, 0.0001% Triton; Potency, µM (top dose mostly 57.1 µM), for inactives: top-dose activity change, negative = inhibition, usual class: inhibitors; 0.52% of 330,000 active; AID 485341;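 also: potency is read from the fitted curve at half-maximal effect; plate controls were no compound for no effect and no enzyme for full effect; nearly all actives have a fitted effect of over 20% in size; some results filed as inactive show a strong effect at the top dose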
Target sequence (P00811 whole entry, looked up): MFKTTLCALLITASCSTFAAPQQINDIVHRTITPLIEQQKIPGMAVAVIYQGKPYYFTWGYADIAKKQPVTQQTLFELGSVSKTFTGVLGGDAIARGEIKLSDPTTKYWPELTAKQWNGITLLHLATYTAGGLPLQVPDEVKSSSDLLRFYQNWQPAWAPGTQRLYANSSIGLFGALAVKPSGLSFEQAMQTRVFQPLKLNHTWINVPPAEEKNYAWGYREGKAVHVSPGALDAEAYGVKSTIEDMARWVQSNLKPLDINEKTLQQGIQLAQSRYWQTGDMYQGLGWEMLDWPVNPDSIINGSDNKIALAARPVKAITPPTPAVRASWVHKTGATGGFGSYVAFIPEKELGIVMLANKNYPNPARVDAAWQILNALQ
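AmpC (5.3 nM in the dispensed reagent) in 20 mM phosphate pH 7.0 with 0.01% (detergent screen) or 0.0001% Triton X-100 was preincubated with compounds for 15 min at room temperature. Nitrocefin was then added from an 800 uM solution, and hydrolysis was followed at 480 nm.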
Giardia FBPA inh = Giardia lamblia aldolase inhibition. A8B2U2. purified Giardia FBPA. Potency, µM (series often up to 59.6 µM), inactives show top-dose activity, negative = inhibition, usual class: inhibitors. 0.71% of 290,000 active; also: potency is read from the fitted curve at half-maximal effect; nearly all actives have a fitted effect of over 55% in size
Target sequence (A8B2U2 whole entry, looked up): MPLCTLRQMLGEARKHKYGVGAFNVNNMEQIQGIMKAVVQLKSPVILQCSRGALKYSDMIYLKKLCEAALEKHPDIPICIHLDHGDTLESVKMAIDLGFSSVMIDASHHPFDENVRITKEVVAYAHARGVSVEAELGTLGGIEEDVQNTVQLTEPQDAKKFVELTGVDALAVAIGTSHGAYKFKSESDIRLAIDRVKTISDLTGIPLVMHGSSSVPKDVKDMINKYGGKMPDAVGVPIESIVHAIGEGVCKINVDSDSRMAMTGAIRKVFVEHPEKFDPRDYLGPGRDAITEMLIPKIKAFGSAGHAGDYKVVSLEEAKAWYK
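Giardia FBPA (40 nM reagent) was preincubated 10 min at RT with compound (up to 57.5 uM final), then substrate plus GAPDH/TPI/NAD/arsenate coupling system with diaphorase/resazurin was added; resorufin fluorescence (525/598 nm) was read after 20 min.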
AMA1 RON2 block = AMA1-RON2 (P. falciparum) interaction inhibition; 0.2% of 360,000 active; AlphaScreen AMA1-biotinylated RON2 peptide binding; Potency, µM (series often up to 58.2 µM), for inactives: top-dose activity change, negative = inhibition, most hits filed as inhibitors;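 also: potency is read from the fitted curve at half-maximal effect; 0% = vehicle wells and -100% = peptide control; nearly all actives have a fitted effect of over 45% in size; some results filed as inactive show a strong effect at the top dose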
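AMA1 (3D7) with his tag at 25 nM final met compounds first, then biotinylated RON2 peptide at 25 nM; detection used donor plus acceptor beads, 10 µg/mL apiece, read by AlphaScreen after 30 min at room temperature.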
Sm TGR inh = S. mansoni TGR enzyme inhibition; Q962Y6; purified TGR, DTNB reduction, TNB absorbance 405 nm; Potency, µM (titrated, usually from 114 µM), inactives show at the top dose activity change, negative = inhibition, most hits filed as inhibitors; 3% of 360,000 active; also: potency is read from the fitted curve at half-maximal effect; nearly all actives have a fitted effect of over 60% in size
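First, TGR (20 nM dispensed) and NADPH were mixed with compound. Second, a 15 min room-temperature incubation followed. Third, further NADPH and then DTNB were added to start the reaction. Finally, TNB absorbance was monitored kinetically.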
AmpC detergent = inhibitors of E. coli AmpC beta-lactamase with detergent | 0.041% of 370,000 active | Potency, µM (doses to about 114 µM), without a hit: at the top dose activity change, negative = inhibition, hits mostly inhibitors | AmpC hydrolysis of nitrocefin, absorbance 480 nm, 0.01% Triton | P00811;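 also: potency is read from the fitted curve at half-maximal effect; 0% = no-compound wells and -100% = no-enzyme wells; nearly all actives have a fitted effect of over 25% in size; some results filed as inactive show a strong effect at the top dose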
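AmpC (5.3 nM in the dispensed reagent) in 20 mM phosphate pH 7.0 with 0.01% (detergent screen) or 0.0001% Triton X-100 was preincubated with compounds for 15 min at room temperature. Nitrocefin was then added from an 800 uM solution, and hydrolysis was followed at 480 nm.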
HCMV antiviral = blocks human cytomegalovirus replication; AID 1259415; HFF cells, HCMV-luciferase reporter, 72 h; stronger effect = lower value; 4.5% of 410,000 active; activity change, negative = inhibition, % at 57.5 µM; in the data active = activity change below about -60%; inconclusive = no clear call, values can overlap the other calls; inactive = above about -39%
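Cell-based, HFFs, 1000 cells/well, 16 h 37C; cpds in DMSO + HCMV-luc, MOI 1 PFU/cell; 72 h 37C; OneGlo luminescence after 5 min RT; norm. to buffer vs Salinomycin 10uM.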
Numbers without * were called inactive; ? = inconclusive; . = no result given; & = joins results of further samples; [ ] = dose if it differs, or a comment. Unless noted, calls follow the shape of the dose curve; as a rule, active = well fitted curve in the direction sought with a large enough effect; inconclusive = small, poorly fitted or top-dose-only effect, or another doubt; inactive = no such curve, though single readings can be large; an effect the other way counts as inactive or inconclusive. Unless noted, % is scaled to controls: 0 for no effect and ±100 for the full control effect.

Structure,AmpC no deterg,Giardia FBPA inh,AMA1 RON2 block,Sm TGR inh,AmpC detergent,HCMV antiviral
COc1ccc(CNC(=O)C(OC(=O)c2ccco2)c2ccc(F)cc2)cc1 (centres undefined),-26%,9%,16%,-9%,-14%,53
CN(Cc1cc2ccccc2[nH]c1=O)S(=O)(=O)c1ccccc1,-9%,-4%,11%,-3%,5%,-24
Cc1nc(=O)c(-c2ccccc2)c(C)n1-c1cccc(C(=O)O)c1,-21%,-5%,12%,-27%,?,-5
Cn1ncc(Br)c1NC(=O)c1cc(Cl)cc(Cl)c1,-13%,-3%,0%,11%,-8%,.
Cc1nn(Cc2cccc(C(=O)NC(C)c3ccc(C(C)(C)C)cc3)c2)c(C)c1[N+](=O)[O-] (centres undefined),-1%,-7%,-6%,1%,2%,-40
Cc1ccc(-n2nc3c(=O)n(CCCC(=O)NCCc4ccccc4C)nc(C)c3c2C)cc1,71%[activator],0%,-5%,-8%,3%,?
CCOc1ccc(NS(=O)(=O)c2c(C(=O)N3CCCCCC3)c(C)n(C)c2C)cc1,80%[activator],1%,-3%,-3%,2%,-37
O=c1c(Cc2ccc(F)cc2)c(O)ccn1C1CCCCC1,-52%,-9%,0%,0%,?,-32
COc1ccc(-c2cc(C(=O)N3CC(C)CC(C)C3)c3ccccc3n2)cc1 (centres undefined),10%,.,-1%,3%,-2%,6
Nn1c(SC/C=C/c2ccccc2)nnc1-c1cccnc1,-24%,-1%,0%,-32%,?,-14
CC(C)CNC(=O)c1ccc(COc2ccc(Cl)cc2Cl)o1,47%,.,7%,-17%,-11%,-14
Cn1cc(Br)c(C(=O)NC(=S)Nc2ccc(S(N)(=O)=O)cc2)n1,-23%,16µM*,57%[activator],?,-4%,?
O=C(COC(=O)c1cccc(Br)c1)NCCc1ccc(F)cc1,1%,-2%,0%,7%,5%,-25
COc1cc(NS(=O)(=O)c2cccc3nsnc23)cc(OC)c1,?,-13%,-24%,-3%,?,-20
CCSc1nc2ccccc2n1S(=O)(=O)c1ccccc1,-9%,-1%,-4%,0%,-8%,0
COc1ccc(N2C(=O)CC(NC34CC5CC(CC(C5)C3)C4)C2=O)c(OC)c1 (centres undefined),9%,2%,4%,?,-19%,-1
CCCCNS(=O)(=O)c1ccc2nc(SCC(=O)c3ccc(C#N)cc3)[nH]c2c1,-38%,-7%,36%[activator],0%,?,-4
Cc1ccc(SCCN)cc1C,-10%,-10%,-10%,-5%,0%,-10
CN1CCN(C(=S)Nc2cc([N+](=O)[O-])ccc2Cl)CC1,-12%,?,-5%,-1%,0%,-10
CC(C)CCNC(=O)CCCOc1ccccc1,1%,2%,-2%,-8%,?,65

Next section, starting with the last six of the part before.
Structure,AmpC no deterg,Giardia FBPA inh,AMA1 RON2 block,Sm TGR inh,AmpC detergent,HCMV antiviral
CCSc1nc2ccccc2n1S(=O)(=O)c1ccccc1,-9%,-1%,-4%,0%,-8%,0
COc1ccc(N2C(=O)CC(NC34CC5CC(CC(C5)C3)C4)C2=O)c(OC)c1 (centres undefined),9%,2%,4%,?,-19%,-1
CCCCNS(=O)(=O)c1ccc2nc(SCC(=O)c3ccc(C#N)cc3)[nH]c2c1,-38%,-7%,36%[activator],0%,?,-4
Cc1ccc(SCCN)cc1C,-10%,-10%,-10%,-5%,0%,-10
CN1CCN(C(=S)Nc2cc([N+](=O)[O-])ccc2Cl)CC1,-12%,?,-5%,-1%,0%,-10
CC(C)CCNC(=O)CCCOc1ccccc1,1%,2%,-2%,-8%,?,65
COCCNC(=O)C(c1cccs1)N(C(=O)Cn1nnc2ccccc21)c1cccc(C)c1 (centres undefined),69%[activator],-4%,-7%,0%,?,-2
CC(=O)[C@H]1[C@H](C#N)C[C@H]2[C@@H]3CC=C4C[C@@H](O)CC[C@]4(C)[C@H]3CC[C@@]21C,-11%,3%,-3%,-1%,-17%,-25
CN1C(C(=O)Nc2ccc(OC(F)(F)F)cc2)=CC(c2ccco2)=NS1(=O)=O,-48%,.,-13%,-6%,-7%,36
COc1ccc2nc(N(Cc3cccnc3)C(=O)c3ccc4c(c3)OCCO4)sc2c1,.,.,.,4%,-4%,40
C/C(N)=C(/C#N)C(=O)COC(=O)Cc1coc2cc(C)ccc12,-10%,0%,12%,7%,6%,180
CC1(C)C[C@H]2C=C(C=O)[C@]3(C=O)C[C@]3(C)[C@H]2C1,-48%,-3%,12%,50µM*,-7%,9
COc1cc(/C=N/NC(=O)CSc2nc3ccccc3n2C)cc(OC)c1OC,-43%,1%,-10%,-1%,-13%,?
CCN(CC)S(=O)(=O)N1CCC(C(=O)NCC2COc3ccccc3O2)CC1 (centres undefined),26%,4%,2%,-14%,-2%,.
Cc1ccc(C(=O)N/C(=C\c2ccc(-c3cccc([N+](=O)[O-])c3)o2)C(=O)NCCCN(C)C)cc1,100%[activator],-2%,-7%,0%,2%,-39
Cc1ccccc1C1NC(c2ccccc2C)C(C)C(=O)C1C (centres undefined),-17%,3%,7%,11%,-6%,-31
O=C(C1CCCN(S(=O)(=O)c2cccnc2)C1)N1CCN(c2ccccn2)CC1 (centres undefined),6%,-13%,-1%,-4%,-10%,-4
O=C(CSc1nnc(-c2ccccc2F)o1)NC(=O)Cc1ccccc1,-22%,.,8%,-1%,1%,-19
Cc1cccc(NC(=O)CSc2nc3c(oc4ccccc43)c(=O)n2-c2ccccc2)c1,-21%,3%,-7%,7%,?,-26
COc1ccc(/C=C2/SC(=S)NC2=O)cc1OCc1ccccc1,-37%,11%,5%,-5%,1%,-12
CC(C)[C@H](NS(=O)(=O)c1ccc2c(c1)OCCO2)C(=O)OCC(=O)Nc1ccccc1,-14%,0%,-1%,-5%,-18%,10
CNC(=O)NC1CCCCc2sccc21 (centres undefined),-8%,0%,-11%,1%,-15%,11
O=C(C[C@H]1C[C@H](C(=O)N2CCOCC2)[C@@]2(CCC3CCCC3)c3[nH]c4cc(-c5ccco5)ccc4c3CCN2C1=O)NCC12CC3CC(CC(C3)C1)C2,1%,.,?,.,.,-14
CCN1C(=NCCc2c[nH]c3ccccc23)N[C@@H](c2ccccc2)C(C(=O)OC)=C1C,36%&5%,?,.,-3%&0%,-22%&-11%,.
COc1cc(Br)cc(CN2CCN(C/C=C/c3ccccc3)CC2)c1O,64%[activator],0%,?,-3%,-9%,1
Cc1nn2c(-c3ccc(Cl)cc3)ccnc2c1-c1ccccc1,-7%,2%,-3%,3%,-11%,34
Cc1cc(OCCCC(=O)Nc2nnc(C3CC3)s2)ccc1Cl,-13%,.,2%,-15%,?,-35
COc1ccc(S(=O)(=O)N2CCC(N3CCN(c4ccccc4OC)CC3)CC2)cc1,33%,?,12%,-23%,-1%,-39
Cc1ccn2c(=O)nc(SCC(=O)NCCc3ccccc3)nc2c1,32µM*,.,0%,-8%,?,7
O=C(Nc1ccc(OC(F)F)c(Cl)c1)C(c1ccccc1)c1ccccc1,-24%,-6%,15%,3%,3%,-30
CSc1ccccc1NC(=O)c1ccncc1,-25%,-2%,-2%,0%,-7%,35
O=C(NC(c1ccccc1)C(Cl)Cl)c1ccccc1 (centres undefined),-21%,0%,-12%,-6%,-14%,-12
Cc1cc(OC(=O)c2ccccc2F)c([N+](=O)[O-])c(=O)[nH]1,-19%,.,-11%,-3%,7%,0
CCNC(=S)Nc1ccc(N(c2ccccc2)C(C)C)cc1,-3%,-15%,13%,-12%,-13%,-10
Nc1ccc(NC(=O)CCN2CCOCC2)cc1,7%,-12%,3%,58%[activator],10%,-3
CC(NC(=O)CN(c1ccccc1F)S(C)(=O)=O)c1ccccc1 (centres undefined),1%,9%,4%,8%,6%,5
CC(C)NCCCCOc1ccc(Br)cc1Cl,58%,-27%,11%,12%,-6%,?
CN(C)c1ccc(NC(=S)NC23CC4CC(CC(C4)C2)C3)cc1,-24%,3%,-3%,8%,-2%,?
O=C(NC(Cc1ccccc1)C(=O)O)/C(=C\c1ccccc1F)NC(=O)c1ccccc1 (centres undefined),-14%,13%,4%,-1%,-2%,?
Cc1ccc(N)c(C)c1,-4%,.,-4%,-2%,3%,-21
O=C(CSc1nc2c(oc3ccccc32)c(=O)n1-c1ccccc1)Nc1ccc(F)c(Cl)c1,.,.,.,11%,13%,12
COc1cc2c(-c3cc(F)cc(F)c3)c(-c3ccsc3)oc(=O)c2cc1OC,-15%,.,-5%,-11%,3%,-3
O=C(Nc1ccccc1F)C1CC1c1ccccc1 (centres undefined),-46%,0%,22%[2.32 µM],-7%,-1%,-19
CCC(C)[C@H](NC(=O)N1CCC(C)CC1)C(=O)OC (some centres undefined),1%,1%,-4%,7%,3%,-30
C/C(=N\NC(=O)c1cc(C(C)C)[nH]n1)c1ccco1,-10%,0%,44%[activator],-2%,-11%,1
C/C(CC(=O)Nc1cc(Cl)ccc1C)=N\NC(N)=O,7%,1%,-8%,-14%,-3%,?
O=C(COC(=O)[C@@H]1CC(O)CN1S(=O)(=O)c1ccc(Cl)cc1)NC(=O)NCc1ccccc1 (some centres undefined),0%,.,22%,0%,-4%,-6
Cc1ccc(C(=O)NC(=S)Nc2cccc(NC(=O)c3ccccc3Cl)c2)cc1[N+](=O)[O-],?,4%,30%[activator],-1%,?,-23
O=C(c1cccc(C(F)(F)F)c1)C1CCCN(Cc2cccc(OCCO)c2)C1 (centres undefined),92%[activator],2%,-2%&2%,-15%,2%,-15
COc1ccc2c3n([n+]([O-])c2c1)CCN=C3c1ccc(C)cc1,11%,.,36%[activator],-20%,0%,17
CCOC(=O)c1c(C)[nH]c(C(=O)COC(=O)COc2ccccc2C=O)c1C,-15%,-4%,3%,-8%,-14%,-5
COc1cccc(C2c3c(oc4cc(C)cc(C)c4c3=O)C(=O)N2CCc2ccc(OC)c(OC)c2)c1 (centres undefined),.,.,.,6%,17%,8
